MC4R barr agon = human MC4R agonism via beta-arrestin | P32245 | U2OS MC4R beta-arrestin complementation, luminescence; percent of melanotan II response, DMSO zero | activation, % at 8.9 µM | 0.98% of 360,000 active | AID 540308;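 active = activation above a per-plate cutoff, the mean activation of sample wells on that plate plus 3 SD, cut at about 8% in these data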
Target sequence (P32245 whole entry, looked up): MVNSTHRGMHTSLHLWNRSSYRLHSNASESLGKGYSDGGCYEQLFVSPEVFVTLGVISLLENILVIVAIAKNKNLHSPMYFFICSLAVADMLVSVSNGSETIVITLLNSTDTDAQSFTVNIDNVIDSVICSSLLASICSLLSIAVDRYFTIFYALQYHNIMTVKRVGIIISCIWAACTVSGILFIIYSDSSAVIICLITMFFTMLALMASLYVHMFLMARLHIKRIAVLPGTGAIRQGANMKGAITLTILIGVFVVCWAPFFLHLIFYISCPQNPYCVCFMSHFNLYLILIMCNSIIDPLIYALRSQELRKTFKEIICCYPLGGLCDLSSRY
Glyco luc inh = N-linked glycosylation inhibition | D54 ERlucT glycosylation luciferase reporter, 24 h; percent of 100 nM tunicamycin response | reporter increase, % at 12.5 µM | 0.23% of 360,000 active | AID 588692;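 active = mean luciferase reporter signal, scaled so untreated is 0 and the glycosylation-blocking control 100, at or above a set limit in every replicate; inconclusive = mean reaches the limit but not every replicate does; inactive = mean below the limit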;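 note: luciferase carries N-glycosylation sites so blocking glycosylation raises the light; 0% = median of neutral control wells and 100% = median of 100 nM tunicamycin wells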
CaV13 ICDI inh = Disruptors of the CACNA1D IQ motif to Ca2+-dependent inactivation inhibitor domain association, primary screening, Förster resonance energy transfer in intact living …. HEK cells, CFP/YFP FRET ICDI-IQ, plate reader, 10 min; percent FRET-ratio fall versus neutral wells. inhibition, % at 12.3 µM. 0.098% of 340,000 active. AID 743397;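 active = mean replicate inhibition of at least 30% and at least 1% of replicates passing that level; inconclusive = only one of the two criteria is met; inactive = neither criterion is met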;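 note: 0% = median of the neutral control wells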
Vif inh = inhibitors of HIV Vif; 0.35% of 340,000 active; inhibition, % at 7.49 µM; HEK293T cells, Vif self-association by quenched fluorescence, imaging, 24 h; in the data active = inhibition above about 50%, passing the limit was not always enough; inconclusive = no clear call, values can overlap the other calls; inactive = below about 31%; note: some results filed as inactive read as strong as hits
Cardio protect = protects H9c2 cardiomyocytes from peroxide injury. protection from H2O2 cell death, % at 20 µM. H2O2 injury protection, ATPLite, 2 h. 0.63% of 360,000 active;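 active = compounds giving at least 50% protection of heart cells from peroxide-induced death in the single-dose screen, raw or plate-pattern-corrected value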;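 note: 0% = DMSO wells with peroxide and 100% = DMSO wells without peroxide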
ABCB6 inh 2 = blocks the human ABCB6 transporter; K562-ABCB6 porphyrin accumulation, flow cytometry, 1 h; hits give low values; fluorescence ratio to DMSO, % at 10 µM; 0.19% of 360,000 active; AID 602162;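 active = fluorescence ratio to DMSO below 75%, the collection mean minus 3 SD; inconclusive = too few cells collected in the well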;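 note: signal is porphyrin accumulated inside mitochondria; 100% equals median channel fluorescence of DMSO control wells; lower ratio means ABCB6 inhibition with less porphyrin fluorescence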
HTR2A ag = mouse HTR2A agonism via beta-arrestin recruitment; CHO-K1 mHTR2A beta-arrestin complementation, luminescence; percent of 30 µM serotonin response; AID 624169; 0.66% of 360,000 active; activation, % at 7.6 µM; P35363;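 active = activation above a run cutoff, the mean activation of all tested compounds plus 3 SD, cut at about 14% in these data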;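 note: 0% = plate median of compound wells and 100% = 30 µM serotonin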
PDI inh = inhibitors of human protein disulfide isomerase; P07237; PDI insulin aggregation turbidity, A650, 90 min; inhibition, % at 10 µM; 0.052% of 350,000 active;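 active = mean inhibition across replicates of 30% or more, whatever share of single replicates reach that level; inconclusive = mean inhibition below 30% while every single replicate reaches 30%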;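 note: absorbance from insulin aggregation driven by PDI reduction with DTT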
Target sequence (P07237 whole entry, looked up): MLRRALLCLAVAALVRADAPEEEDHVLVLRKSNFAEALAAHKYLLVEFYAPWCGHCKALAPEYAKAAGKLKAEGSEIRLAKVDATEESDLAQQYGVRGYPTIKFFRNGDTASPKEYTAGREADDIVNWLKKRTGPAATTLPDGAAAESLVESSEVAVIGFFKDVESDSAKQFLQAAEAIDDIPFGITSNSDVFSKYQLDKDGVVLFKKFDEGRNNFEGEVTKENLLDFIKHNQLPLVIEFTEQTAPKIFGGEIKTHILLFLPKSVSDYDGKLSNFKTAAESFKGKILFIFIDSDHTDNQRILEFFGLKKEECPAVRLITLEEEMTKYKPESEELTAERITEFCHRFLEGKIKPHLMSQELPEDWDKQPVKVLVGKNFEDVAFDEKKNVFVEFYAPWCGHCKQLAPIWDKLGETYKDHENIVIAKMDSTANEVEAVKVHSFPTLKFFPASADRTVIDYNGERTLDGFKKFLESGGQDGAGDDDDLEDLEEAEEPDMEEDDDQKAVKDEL
aDG glyco act = alpha-DG glycosylation activation. Pro5-aDG cells, alpha-DG glycosylation AlphaScreen (IIH6); 0% Pro5, 100% B10-LARGE cell signal. activation, % at 10 µM. 0.22% of 360,000 active. AID 624168;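 active = activation of at least 8% versus controls, or a plate z-score of at least 8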;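 note: Pro5 are CHO cells carrying HIG-tagged alpha-DG that lacks glycosylation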
MC4R antag cAMP = antagonists of human melanocortin 4 receptor (MC4R); P32245; MC4R-expressing cells, MTII-stimulated cAMP, LANCE TR-FRET; inhibition, % at 6.5 µM; 0.48% of 360,000 active;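 active = inhibition above its plate's cutoff, the mean of tested wells on that plate plus 3 SD, cut at about 29% in these data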;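 note: 0% = Melanotan II alone and 100% = Melanotan II plus saturating MCL0020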
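Material: U2OS-MC4R stable cell line | Reagent: Melanotan II challenge after compound preincubation | Doses: One concentration, 6.5 µM nominal | Incubation: 30-min compound preincubation, 1-h Melanotan II challenge, 1-h detection, room temperature | Signal: TR-FRET cAMP assay | Replicates: One well per compound, no replicates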
Numbers without * were called inactive; ? = inconclusive; . = no result given.

SMILES | MC4R barr agon | Glyco luc inh | CaV13 ICDI inh | Vif inh | Cardio protect | ABCB6 inh 2 | HTR2A ag | PDI inh | aDG glyco act | MC4R antag cAMP
Cc1ccccc1C(=O)N[C@H](C(=O)OCC(=O)NC1CC1)C(C)C | -0.6 | 3 | -4 | -4 | 4 | 98 | 1 | 0 | 0.1 | -6
COc1cccc(/C=C2\SC(=S)N(N3CCOCC3)C2=O)c1OC | -1.0 | 1 | -6 | 3 | -5 | 93 | -3 | 2 | -0.1 | 0
CCCc1cc(-c2nc(-c3ccc(Cl)cc3)cs2)ccn1 | 1.0 | 1 | -5 | -6 | -2 | 104 | -2 | 10 | -0.1 | 10
COc1ccc(CCNC(=O)Cc2ccccc2)cc1OC | 1.8 | 1 | -21 | 0 | 5 | 100 | 5 | -5 | -0.1 | 3
O=C(CCc1ccccc1)NC1CCCc2ccccc21 (centres undefined) | 1.0 | -2 | -3 | -1 | 4 | 101 | 9 | 4 | 0.2 | 12
CC(OC(=O)c1c2c(nc3ccccc13)/C(=C\c1ccc3c(c1)OCO3)CCC2)C(=O)Nc1ccc(S(N)(=O)=O)cc1 (centres undefined) | -0.4 | -9 | . | 16 | 1 | 138 | -2 | -1 | 0.2 | 10
CCN(CC)CCCNc1ncnc2scc(-c3ccc(F)cc3)c12 | -2.2 | 0 | -19 | 2 | 15 | 102 | -6 | 1 | 0.0 | -2
C[C@H]1C(=O)N(C)CCN1C(=O)c1ccccc1OC1CCN(S(C)(=O)=O)CC1 | -1.9 | -1 | 4 | 8 | -2 | 99 | 3 | 0 | 0.2 | 8
CCn1c(=O)c(=O)[nH]c2cc(C(=O)NC(C)c3ccc(S(N)(=O)=O)cc3)ccc21 (centres undefined) | 0.2 | 3 | -3 | 10 | -5 | 96 | 2 | -3 | 0.0 | -2
CC(=O)N1CCN(c2cc(-c3ccccc3)nc3cc(-c4cccc(Cl)c4)nn23)CC1 | 4.7 | -5 | -3 | -14 | 40 | 93 | 4 | -4 | 0.5 | 41*
C=CS(=O)(=O)c1c2cc(OC)ccc2nc2ccc(OC)cc12 | 0.1 | 53* | 8 | 1 | -16 | 103 | 1 | -8 | 0.0 | -19
O=C(OC1CCN(c2ccc([N+](=O)[O-])cc2)CC1)c1ccccc1 | 20* | 1 | -8 | 1 | -9 | 98 | 1 | 13 | 0.6 | 2
CCOc1ccccc1OCC(=O)Oc1ccc(C)c(C)c1 | 2.6 | 2 | -20 | 2 | -2 | 100 | 4 | 1 | -0.1 | 29*
Cn1nccc1C(=O)N1CCCC(C(=O)c2ccc(Oc3ccccc3)cc2)C1 (centres undefined) | 0.0 | -4 | -3 | -4 | -7 | 86 | -2 | -4 | 0.2 | 0
CCn1c(SCC(=O)NCCc2ccccc2)nc2c(c1=O)SC(C)C2 (centres undefined) | 0.5 | 2 | -9 | -2 | 16 | 89 | -2 | . | -0.2 | -3
Cc1oc2cc3oc(=O)c4c(c3cc2c1C)CCC4 | -2.2 | 2 | -5 | 5 | -6 | 100 | -1 | -4 | 0.1 | -6
COc1ccc([C@H]2Cc3cccc(O)c3C(=O)O2)cc1O | 0.2 | 0 | -7 | -3 | -5 | 95 | -3 | -31 | 0.1 | 0
O=C(NCCS(=O)(=O)NCc1ccc(F)cc1)c1ccc2c(c1)OCO2 | -2.9 | 2 | -4 | -5 | -3 | 131 | -4 | -2 | -0.2 | 21
COc1ccc(OCC(O)CN2CCOCC2)cc1 (centres undefined) | 0.7 | 1 | -6 | 2 | 1 | 98 | -2 | 3 | -0.1 | -5
O=C(CCC(=O)N1CCSc2ccccc21)NCc1ccccc1 | -1.9 | 0 | -5 | -2 | 17 | 93 | -2 | . | 0.0 | -2
Cn1nnc2cc(C(=O)NCCC3=CCCCC3)ccc21 | -1.1 | -12 | -4 | ? | -5 | 105 | -2 | -1 | 0.2 | 10
O=C(NCCc1ccccc1)c1cccc([N+](=O)[O-])c1 | -1.9 | -3 | -18 | 2 | -3 | 100 | -3 | 14 | 0.0 | 6
COc1cc(NC(=O)Cn2c(=O)n(CC3CCCO3)c(=O)c3cc(OC)c(OC)cc32)cc(OC)c1 (centres undefined) | 1.3 | 2 | -5 | -2 | 6 | 92 | 0 | 2 | 0.3 | 10
c1cc(CNCC2CCCO2)ccn1 (centres undefined) | -2.0 | 1 | -4 | 1 | -3 | 102 | -4 | -6 | 0.0 | 10
COc1cccc(NC(=O)CSc2nc3ccccc3nc2N2CCCC2)c1 | 0.2 | -15 | -4 | 15 | -3 | 97 | 4 | . | 0.0 | 9

Part of the list above, limited to CaV13 ICDI inh, Glyco luc inh and Vif inh:
Structure,CaV13 ICDI inh,Glyco luc inh,Vif inh
C=CS(=O)(=O)c1c2cc(OC)ccc2nc2ccc(OC)cc12,8,53*,1
CCn1c(=O)c(=O)[nH]c2cc(C(=O)NC(C)c3ccc(S(N)(=O)=O)cc3)ccc21 (centres undefined),-3,3,10
COc1ccc(OCC(O)CN2CCOCC2)cc1 (centres undefined),-6,1,2
Cc1ccccc1C(=O)N[C@H](C(=O)OCC(=O)NC1CC1)C(C)C,-4,3,-4
CC(OC(=O)c1c2c(nc3ccccc13)/C(=C\c1ccc3c(c1)OCO3)CCC2)C(=O)Nc1ccc(S(N)(=O)=O)cc1 (centres undefined),.,-9,16

New compounds follow:
SMILES | MC4R barr agon | Glyco luc inh | CaV13 ICDI inh | Vif inh | Cardio protect | ABCB6 inh 2 | HTR2A ag | PDI inh | aDG glyco act | MC4R antag cAMP
CC1CCCC(NC(=O)CN2C(=O)NC(Cc3c[nH]c4ccccc34)C2=O)C1C (centres undefined) | -1.6 | -3 | -5 | -2 | 0 | 97 | 0 | -9 | 0.5 | 9
O=C(COC(=O)CCc1ccc(S(=O)(=O)N2CCOCC2)cc1)NCc1ccccc1 | -2.7 | 2 | -4 | -18 | 7 | 96 | 0 | -1 | -0.4 | 5
CCN(CC)C(=O)c1ccc2c(c1)nnn2C | -1.4 | 1 | -5 | 23 | 8 | 94 | -2 | -10 | 0.0 | 17
C=CCN1C(=O)CSc2ccc(C(=O)NCCC3=CCCCC3)cc21 | -1.7 | -2 | -10 | -12 | -1 | 96 | -1 | -2 | 0.1 | 1
O=C(O)CC(NC(=O)c1sc2ccccc2c1Cl)c1ccc(OC2CCCC2)cc1 (centres undefined) | -2.5 | 1 | -5 | -8 | -8 | 94 | 1 | -4 | -0.2 | 12
O=S(=O)(Nc1cccc2c1CCCC2)c1cccc(C(F)(F)F)c1 | 2.1 | -2 | 4 | -1 | -15 | 96 | 1 | 7 | 0.4 | 9
COc1ccc(CCNC(=O)COc2ccc(S(=O)(=O)NC3CCCCC3)cc2Cl)cc1OC | -2.0 | -8 | -3 | -15 | -7 | 92 | -3 | -1 | 0.4 | 1
Cc1noc(C)c1NC(=O)N(C)C[C@H]1Oc2c(NC(=O)C3CC3)cccc2C(=O)N([C@H](C)CO)C[C@@H]1C | -1.1 | 1 | -5 | 3 | 20 | 99 | -1 | -2 | -0.2 | -1
CSc1nc2n(n1)C(C)C1=C(CCCC1=O)N2 (centres undefined) | -0.5 | 2 | -15 | -3 | -4 | 98 | -3 | 11 | -0.1 | 11
O=C(NCc1ccc(Cl)cc1)c1noc2c1CCCC2 | 1.6 | 0 | -4 | -2 | -1 | 95 | -4 | 7 | 0.0 | 6
NC(=O)c1ccccc1NC(=O)c1cccc(C(=O)Nc2ccccc2C(N)=O)n1 | 1.9 | 2 | -4 | -1 | 15 | 99 | -3 | -2 | -0.3 | 10
COc1cc(CC(=O)OCC(=O)N2C(C)CCCC2C)cc(OC)c1OC (centres undefined) | 0.1 | 1 | -16 | -10 | -7 | 99 | 4 | 7 | 0.1 | 24
CCOc1ccc(-c2c(C(=O)N/N=C/c3ccncc3)nnn2-c2nonc2N)cc1 | -2.5 | 3 | -2 | 5 | 6 | 105 | 1 | 3 | -0.2 | 10
Cc1ccc(NC(=O)C2CCCN(C(=O)Nc3ccc(F)cc3)C2)cc1 (centres undefined) | 0.8 | 0 | -7 | -13 | -3 | 92 | 0 | 4 | 0.1 | 20
COc1ccc(C2c3c(-c4ccccc4O)n[nH]c3C(=O)N2Cc2ccco2)cc1 (centres undefined) | 4.6 | -4 | -4 | 6 | 0 | 94 | -3 | -6 | 0.1 | -16
COc1ccc(S(=O)(=O)N2CCCCCC2)cc1C(=O)N(C)CC(=O)Nc1ccccc1C(F)(F)F | -0.5 | 1 | -5 | 3 | -9 | 95 | 9 | -9 | -0.1 | 0
CCOc1ccccc1N1CC(C(=O)Nc2ccccc2CC)CC1=O (centres undefined) | -0.3 | 4 | -6 | -6 | 5 | 92 | -5 | 2 | -0.1 | 4
CCC1CCCCN1C(=O)Nc1cccc(NC(=O)N2CCCCC2CC)c1 (centres undefined) | 0.8 | 3 | -5 | -3 | -8 | 93 | -7 | 3 | -0.4 | 5
COc1cc(NC(=S)N(C)C)c(OC)cc1Cl | -0.1 | 2 | -20 | 19 | 3 | 99 | 1 | 3 | -0.1 | 3
CC(CNC(=O)c1ccc(-c2ccccc2)cc1)CN(C)C (centres undefined) | -0.7 | -4 | -4 | . | 13 | 99 | -8 | -5 | 0.0 | 6
CCc1cc(=O)oc2c(C)c(O)c(CN(C)C)cc12 | -1.1 | 1 | -3 | -5 | 1 | 86 | 7 | -3 | 0.1 | 18
O=C(O)c1cc2c(s1)CCCC2 | -0.4 | 2 | . | 10 | 9 | 114 | 1 | -7 | 0.0 | 0
COCCNC(=O)CSc1nc2sccc2c(=O)n1-c1ccccc1 | 1.3 | -2 | -3 | -3 | -7 | 100 | 4 | 0 | -0.1 | 1

6 successive compounds already listed, for reference:
SMILES | MC4R barr agon | Glyco luc inh | CaV13 ICDI inh | Vif inh | Cardio protect | ABCB6 inh 2 | HTR2A ag | PDI inh | aDG glyco act | MC4R antag cAMP
CCN(CC)C(=O)c1ccc2c(c1)nnn2C | -1.4 | 1 | -5 | 23 | 8 | 94 | -2 | -10 | 0.0 | 17
C=CCN1C(=O)CSc2ccc(C(=O)NCCC3=CCCCC3)cc21 | -1.7 | -2 | -10 | -12 | -1 | 96 | -1 | -2 | 0.1 | 1
O=C(O)CC(NC(=O)c1sc2ccccc2c1Cl)c1ccc(OC2CCCC2)cc1 (centres undefined) | -2.5 | 1 | -5 | -8 | -8 | 94 | 1 | -4 | -0.2 | 12
O=S(=O)(Nc1cccc2c1CCCC2)c1cccc(C(F)(F)F)c1 | 2.1 | -2 | 4 | -1 | -15 | 96 | 1 | 7 | 0.4 | 9
COc1ccc(CCNC(=O)COc2ccc(S(=O)(=O)NC3CCCCC3)cc2Cl)cc1OC | -2.0 | -8 | -3 | -15 | -7 | 92 | -3 | -1 | 0.4 | 1
Cc1noc(C)c1NC(=O)N(C)C[C@H]1Oc2c(NC(=O)C3CC3)cccc2C(=O)N([C@H](C)CO)C[C@@H]1C | -1.1 | 1 | -5 | 3 | 20 | 99 | -1 | -2 | -0.2 | -1

Screening results deposited in PubChem BioAssay by several laboratories.
